# Compound activity from PubChem.
# NPC1 promoter act: activates the NPC1 promoter | 2.4% of 320,000 active | Potency, µM (top dose mostly 9.22 µM), without a hit: top-dose activation, hits mostly activators | AID 485313 | Huh7 NPC1 promoter luciferase reporter, 24 h;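 note: potency is the fitted concentration of half-maximal effect; % of control where 0% means no effect; nearly all actives have a fitted effect of over 60% in size; reporter is driven by a mutant NPC1 promoter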
#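 Stably transfected Huh7 (NPC1 promoter→luciferase), 1500 cells/well in Opti-MEM + 10% FBS, 2 h settle, then compound 24 h at 37 °C. Luminescence after 10 min with Amplite reagent.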
# Gal4-VP16 FLuc: counter-screen for ROR gamma inhibitors: Gal4-VP16 reporter | 3.5% of 310,000 active | Drosophila S2 Gal4-VP16 UAS-luciferase, luminescence, 20 h | AID 2546 | Potency, µM (highest dose often 53.6 µM), without a hit: at the highest dose activity, negative = inhibition, most hits filed as inhibitors;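 note: Gal4-VP16 expression switched on by copper sulfate through the metallothionein promoter; potency is the fitted concentration of half-maximal effect; % is set by controls: 0 for no effect and ±100 for the full control effect; nearly all actives have a fitted effect of over 50% in size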
# RORgamma inh: ROR gamma (mouse) transcription inhibition. P51450. Drosophila S2 Gal4-RORgamma UAS-luciferase reporter, 20 h. Potency, µM (titrated, usually from 53.6 µM), without a hit: at the top dose activity change, negative = inhibition, usual class: inhibitors. 5.4% of 310,000 active; note: potency is the fitted concentration of half-maximal effect; % is set by controls: 0 for no effect and ±100 for the full control effect; nearly all actives have a fitted effect of over 60% in size
#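 Stable Schneider cell line, Gal4 DNA-binding domain fused to ROR gamma, UAS-luciferase. Cmpd 1 hr RT → CuSO4 700 uM final → 20 hr RT → luciferase reagent 10 min → luminescence.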
# MBNL1-CUG inh: MBNL1-poly(CUG) RNA binding inhibition; Q9NR56; TR-FRET MBNL1-His/biotin-(CUG)12 binding, 665/545 ratio; Potency, µM (highest dose often 57.5 µM), inactives show at the top dose activity change, negative = inhibition, hits mostly inhibitors; 0.036% of 280,000 active; AID 2675; active = well fitted inhibition curve with a large enough effect in the signal ratio, with a control signal flat, not every such curve was filed as active; inconclusive = small, poorly fitted or top-dose-only effect, or effect the other way, or a change in a side signal; inactive = no such curve, though single readings can be large or run the other way; the % refers to the signal ratio; note: potency is the fitted concentration of half-maximal effect; % is set by controls: 0 for no effect and ±100 for the full control effect
# Target sequence (Q9NR56 whole entry, looked up): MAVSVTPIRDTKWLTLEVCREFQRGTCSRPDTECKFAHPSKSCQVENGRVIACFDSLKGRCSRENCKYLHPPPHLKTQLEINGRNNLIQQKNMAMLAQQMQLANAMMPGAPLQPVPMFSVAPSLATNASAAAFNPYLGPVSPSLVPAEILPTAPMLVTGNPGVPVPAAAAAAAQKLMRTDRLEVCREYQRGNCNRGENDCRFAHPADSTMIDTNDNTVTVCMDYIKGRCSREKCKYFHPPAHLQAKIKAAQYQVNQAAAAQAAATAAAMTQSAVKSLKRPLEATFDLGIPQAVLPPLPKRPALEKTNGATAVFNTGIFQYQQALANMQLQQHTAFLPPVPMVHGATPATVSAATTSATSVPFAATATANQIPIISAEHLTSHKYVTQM
#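 Inhibition of protein-RNA binding appears as loss of TR-FRET between terbium anti-His antibody on MBNL1-His and streptavidin-XL665 on biotin-(CUG)12. Activity is normalized to buffer-only and uninhibited-complex controls.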
# Rab9 prom act: activators of Rab9 promoter; Potency, µM (highest dose often 9.22 µM), for the others: at the highest dose activation, negative = inhibition, usual class: activators; Huh7 Rab9 promoter-luciferase reporter, luminescence, 24 h; 2.8% of 320,000 active; AID 485297; note: potency is the fitted concentration of half-maximal effect; % of control where 0% means no effect; nearly all actives have a fitted effect of over 60% in size
#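 Promoter activation is measured as luciferase luminescence in Huh7 cells stably transfected with a Rab9 promoter–luciferase construct, following 24 h compound exposure at 37 °C and 10 min reagent incubation at ambient temperature.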
# KCNH2 3.1 inh: blocks the human KCNH2 3.1 channel isoform. AID 720553. U2OS KCNH2 3.1, thallium flux FluxOr; active compounds read low. 0.95% of 340,000 active. activity change, % (tested at about 1.8 µM);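 active = maximum activity change below -70%; inconclusive = maximum activity change from -70% to -50%; inactive = maximum activity change above -50%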;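 note: thallium influx rate constant from kinetic fluorescence after stimulation buffer; % is set by controls: 0 for no effect and ±100 for the full control effect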
#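 Steps: virus added to U2OS suspension (4 h, RT, dark); medium with 10% FBS added, cells plated, 37 C overnight; FluxOr/Red40 loading buffer 45 min RT; stimulation buffer, 2 min kinetic read; rate constant normalized.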
# Menin-MLL TR inh: menin-MLL binding inhibition, Texas Red mutant peptide | Menin + Texas Red MLL mutant peptide, fluorescence polarization | O00255 | Potency, µM (titrated, usually from 61.6 µM), inactives show at the top dose FP activity change, negative = inhibition, usual class: inhibitors | 0.23% of 270,000 active; active = well fitted inhibition curve with a large enough effect in the polarisation, with a control signal flat, not every such curve was filed as active; inconclusive = small, poorly fitted or top-dose-only effect, or effect the other way, or a change in a side signal; inactive = no such curve, though single readings can be large or run the other way; the % refers to the polarisation; note: potency is the fitted concentration of half-maximal effect; % of control where 0% means no effect; many of its hits are not listed in these tables
# ELG1 repair inh: ELG1-dependent DNA repair inhibition; HEK293T ELG1-luciferase reporter, luminescence, 16 h; DNA damage induced by 5-fluorouridine; Potency, µM (highest dose often 46.1 µM), for inactives: at the top dose activity change, negative = inhibition, usual class: inhibitors; 2.3% of 330,000 active; AID 504467; note: potency is the fitted concentration of half-maximal effect; % is set by controls: 0 for no effect and ±100 for the full control effect; nearly all actives have a fitted effect of over 55% in size
#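 In this reporter screen, reduction of luminescence relative to DMSO vehicle indicated activity. Compounds and 5-fluorouridine were added together to 2,000 cells per well, incubated for 16 hr at 37 °C, then developed with ONE-Glo.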
# PKM2 act: increases activity of human pyruvate kinase M2; AID 1631; P14618; purified PKM2, Kinase-Glo ATP luminescence, activation; response scale: 0% is enzyme alone, no compound; 0.34% of 260,000 active; Potency, µM (series often up to 57.5 µM), for inactives: top-dose activation, actives largely listed as activators; note: potency is the fitted concentration of half-maximal effect; % is set by controls: 0 for no effect and ±100 for the full control effect; nearly all actives have a fitted effect of over 55% in size
#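 ATP formation by purified human PK-M2, quantified via coupled luciferase luminescence after 1 h at room temperature with 0.1 mM ADP and 0.5 mM PEP final.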
# FLuc modulator: inhibits or activates purified firefly luciferase, miR-21 counter-screen | 6.9% of 360,000 active | Potency, µM (doses to about 57.5 µM), for inactives: top-dose activity change, negative = inhibition, actives largely listed as inhibitors | purified FLuc, Km substrates, luminescence inhibition | AID 588342;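 note: potency is the fitted concentration of half-maximal effect; plate controls were vehicle for no effect and reference inhibitor for full effect; nearly all actives have a fitted effect of over 55% in size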
# Target sequence (P08659 whole entry, looked up): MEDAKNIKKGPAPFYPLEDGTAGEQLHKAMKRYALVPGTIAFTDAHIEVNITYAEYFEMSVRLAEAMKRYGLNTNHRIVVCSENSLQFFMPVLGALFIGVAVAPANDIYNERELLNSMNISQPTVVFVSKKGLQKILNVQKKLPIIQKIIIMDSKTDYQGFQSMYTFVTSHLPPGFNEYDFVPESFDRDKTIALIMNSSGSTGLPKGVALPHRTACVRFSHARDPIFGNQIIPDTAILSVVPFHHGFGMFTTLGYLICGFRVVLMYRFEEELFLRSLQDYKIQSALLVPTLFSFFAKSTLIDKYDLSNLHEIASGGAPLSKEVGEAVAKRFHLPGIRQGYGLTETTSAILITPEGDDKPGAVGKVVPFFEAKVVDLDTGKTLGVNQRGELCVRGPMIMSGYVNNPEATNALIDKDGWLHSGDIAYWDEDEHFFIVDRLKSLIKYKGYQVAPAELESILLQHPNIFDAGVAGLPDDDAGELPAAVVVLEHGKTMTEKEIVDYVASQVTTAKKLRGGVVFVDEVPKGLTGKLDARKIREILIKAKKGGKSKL
#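 Biochemical qHTS of compounds, final roughly 60 µM downward over six points, against 10 nM purified firefly luciferase using Km concentrations of substrates (10 uM D-luciferin, 10 uM ATP) in Tris acetate pH 7.5 buffer; luminescence output.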
# Mito fusion act: mitochondrial division inhibition or fusion activation | Potency, µM (series often up to 46.1 µM), for inactives: at the highest dose growth rescue (activation), most hits filed as activators | S. cerevisiae fusion-defective mutant growth rescue, CellTiterGlo 48 h | 0.23% of 320,000 active;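 note: potency is the fitted concentration of half-maximal effect; % of control where 0% means no effect; nearly all actives have a fitted effect of over 45% in size; temperature-sensitive fusion mutants such as fzo1-1 at 37 °C on non-fermentable ethanol glycerol medium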
#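 Luminescent cell viability in 1536-well qHTS format served as the measure of rescued growth in ts fusion-mutant S. cerevisiae cultured on non-fermentable YPEG for 48 hours at 37C.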
# The depositor's hits bear a star; ? = inconclusive; / = not tested or not shown; [ ] = another dose, or the depositor's remark. Unless noted, calls come from the whole dose curve; as a rule, active = well fitted curve in the direction sought with a large enough effect; inconclusive = small, poorly fitted or top-dose-only effect, or another doubt; inactive = no such curve, though single readings can be large; an effect the other way counts as inactive or inconclusive. These rows are one share of the data (hit frequency here may not be typical).
SMILES,NPC1 promoter act,Gal4-VP16 FLuc,RORgamma inh,MBNL1-CUG inh,Rab9 prom act,KCNH2 3.1 inh,Menin-MLL TR inh,ELG1 repair inh,PKM2 act,FLuc modulator,Mito fusion act
CCOC(=O)/C(C(N)=NC(C)C)=C(\O)c1ccccc1,0.3%,-15.0%,?,-10.9%,-3.0%,-0.3,1.6%,-3.4%,0.9%,-2.6%,13.1%
Cc1ccc(-c2ccc([C@H]3[C@H]4C=CC[C@@H](C)[C@@H]4C(=O)N3Cc3ccccc3)c(F)c2)cc1,0.7%,3.9%,12.5%,-3.0%,-14.3%,-3.0,/,-19.6%,-5.6%,-0.4%,-17.2%
N#Cc1c2ccc(O)cc2n2ccccc12,7.5%,-27.9%,-32.7%,/,20.0%,3.3,?,4.11µM*,-0.3%,?,0.0%
CC1CCCCN1S(=O)(=O)c1cccc2nonc12 (stereo unspecified),-1.5%,-6.9%,9.0%,?,5.9%,6.6,/,-3.0%,-6.1%,-2.9%,5.0%
COc1ccccc1N1CCN(C2CCCN(C(=O)CCN3CCCCO3)C2)CC1 (stereo unspecified),-5.3%,1.4%,-0.8%,-5.3%,-1.6%,2.1,/,8.4%,/,0.5%,-11.6%
Cn1c(=O)n(C)c2cc([N+](=O)[O-])c(N3CCN(C(=O)C(C)(C)C)CC3)cc21,-4.1%,3.4%,-11.4%,?,-2.8%,2.2,0.9%,-12.8%,-5.3%,-4.2%,14.0%
C=CCN(C(=O)CSc1nc2ccsc2c(=O)n1Cc1ccccn1)c1ccccc1,19.8%,8.4%,40.9%,0.0%,14.8%,-90.8*,?,?,-3.0%,-12.7%,2.4%
COCc1[nH][nH]c(=O)c1C=Nc1ccc(OC(F)(F)F)cc1,-3.5%,5.8%,-0.6%,-4.0%,-4.0%,0.2,-0.1%,-1.0%,-4.3%,1.2%,-10.0%
CCn1c(Cc2ccccc2)nnc1SCC(=O)Nc1ccccc1N1CCOCC1,-4.2%,5.9%,?,0.7%,-6.6%,-4.4,-20.9%,-20.7%,1.5%,-1.7%,5.9%
O=C(NCC(=O)N1CCN(S(=O)(=O)c2ccccc2)CC1)c1ccc2ccccc2c1,-1.6%,/,/,/,-1.4%,24.5,/,?,/,1.3%,9.2%
CC(=O)c1cccc(NS(=O)(=O)c2ccc(N/C=C\C(=O)c3ccc(F)cc3)cc2)c1,-5.3%,7.5%,23.2%,?,8.2%,-9.3,/,?,28.7%,-1.1%,0.2%
COc1ccc2[nH]cc(C(=O)CN3CC(C)CC(C)C3)c2c1 (stereo unspecified),-4.1%,2.7%,-11.3%,-8.7%,-7.0%[1.84 µM],-3.2,-9.8%,-2.1%,/,-2.8%,-2.4%
CCCc1ccc(OCCNC(=O)c2ccccc2Br)cc1,11.0%,-1.4%,?,-11.7%,-0.8%,-6.1,-17.5%,1.7%,2.0%[11.5 µM],?,12.1%
C=CCNC(=O)CN1C(=O)c2cccc3cccc1c23,-3.2%,-2.0%,-32.4%,?,9.3%,-1.1,4.2%,10.9%,-2.9%,3.3%,4.0%
CCOC(=O)NC1c2ccccc2Oc2ccccc21,-2.3%,-4.7%,-0.8%,-9.5%,-0.3%,-12.0,/,21.4%,-8.1%,0.8%,-5.4%
O=C1Nc2ccccc2C12OCCCO2,9.0%,7.0%,-7.5%,1.2%,0.0%,-0.7,15.2%,-1.5%,3.2%,2.6%,-3.4%
CCOC(=O)c1c(CN(CC)CC)n(C)c2cc(Br)c(O)cc12,1.8%,-7.7%,6.7%,-6.2%,-1.2%,-6.5,/,?,-2.6%,-0.7%,-1.8%
CCOC(=O)c1cnc2ccc(C)cc2c1Sc1ccccc1,1.7%,-3.7%,-33.3%,18.4%,0.5%,-2.7,-21.7%,?,1.4%,?,2.1%
Nc1c(Cl)ncnc1N/N=C/c1ccnc2ccccc12,26.5%,3.1%,-28.2%,?,?,-12.9,2.7%,23.7%,8.4%,?,4.7%
COc1ccc(N(C(=O)c2snc(C(N)=O)c2N)C(C(=O)NC2CCCC2)c2ccc3ncccc3c2)cc1 (stereo unspecified),-5.3%,-5.1%,14.6%,5.8%,4.3%,-25.1,8.3%,-13.6%,4.4%,7.8%,5.5%
Cc1ccc(OCCCC(=O)NCc2ccco2)cc1,-3.6%,2.7%,15.1%,-5.8%,-1.1%,-1.1,-1.6%,4.9%,-2.1%,4.7%,1.7%
COc1ccc(CCNC(=O)c2nnc(Cc3c(F)cccc3Cl)o2)cc1OC,-1.5%,-0.7%,5.3%,-4.1%,-0.3%,11.1,0.1%,-5.7%,2.2%,-0.8%,0.3%
O=C(Nc1cccc(Cl)c1N1CCOCC1)c1ccc2c(c1)OCCO2,-1.0%,-12.4%,?,-4.3%,-2.6%,-4.2,19.9%,-11.9%,0.9%,?,-1.5%
COc1cccc(NC(=S)/C(=C(\[O-])c2ccc(OC(F)F)cc2)[n+]2ccccc2)c1,-2.3%,9.6%,-32.5%,2.2%,-3.9%,6.4,-7.9%,14.1%,-0.3%,-3.2%,7.2%
CC(C)N(C(C)C)S(=O)(=O)c1ccc(NC(=O)c2cnccn2)cc1,-3.6%,-3.9%,-8.7%,-4.6%,9.0%,8.2,-20.2%,?,-2.5%,1.4%,4.0%
Cc1[nH]c(=O)[nH]c(=O)c1S(=O)(=O)N1CCC(C(=O)N2CCN(Cc3ccccc3)CC2)CC1,3.0%,5.1%,2.9%,-6.8%,-5.3%,-1.6,2.3%,-9.0%,-3.9%,-1.6%,-4.3%
C=CCN=c1sc(C(=O)OC)cc(=O)n1CC=C,3.4%,-20.6%,-1.9%,5.0%,-0.6%,23.3,-21.8%,?,0.4%,5.8%,-1.2%
Cc1ccc(NC(=O)CCc2c(C)nc3ncnn3c2C)nc1,0.5%,-1.4%,-10.0%,-0.5%,-3.1%,-3.1,11.2%,-7.3%,2.0%,2.4%,0.1%
CCN(CC)C(=O)c1csc(Nc2ccc(C)cc2)n1,8.9%,-7.4%,?,-4.2%,12.0%,18.2,-2.0%,13.5%,5.5%,?,11.2%
O=C(c1ccc(Cl)c([N+](=O)[O-])c1)N(Cc1ccc(Cl)cc1)C1CCS(=O)(=O)C1 (stereo unspecified),-7.4%,1.1%,35.4%,?,-9.0%,-13.0,0.1%,18.1%,2.7%,-1.5%,-2.2%
Cc1nc2ccc(C(=O)N3CCCC(CO)(Cc4ccc(F)cc4F)C3)cc2nc1C (stereo unspecified),-2.9%,-29.5%,16.6%,5.7%,-2.1%,1.4,/,?,/,0.3%,8.4%
CCN(CC)S(=O)(=O)c1ccc(OC)c(NC(=O)Cc2cccs2)c1,-1.6%,0.9%,18.2%,12.6%,-13.1%,-13.1,?,11.4%,-2.6%,2.0%,7.0%
O=C(CNC(=S)N(Cc1ccccc1Cl)C1CCCC1)NCCCN1CCOCC1,-1.0%,3.5%,?,-6.2%,15.5%,-21.4,-3.6%,-2.7%,-4.6%,-1.0%,3.4%
Cc1cc(N2CCOCC2)nc2ccc(NC(=O)CCC(=O)N3CCN(c4ccccc4F)CC3)cc12,?,1.8%,?,-0.1%,3.98µM*,-8.5,-0.1%,?,-1.8%,6.01µM*,-6.4%
COc1ccccc1C(=O)NNC(=S)NC(=O)c1sc2ccccc2c1Cl,-7.6%,12.6µM*,12.6µM*,/,-6.6%,6.9,?,?,-0.3%,-12.8%,7.6%
O=C(NCc1ccccc1)c1ccc(=O)oc1,1.5%,-11.0%,1.0%,/,2.8%,2.9,/,15.3%,-0.1%,0.8%,-0.9%
O=C(Nc1ccccc1N1CCN(C(=O)c2ccccc2)CC1)c1cc2ccccc2o1,0.5%,2.4%,-1.5%,0.1%,-3.0%,-40.3,?,?,1.5%,-0.4%,1.8%
Cc1ccc(S(=O)(=O)N2CCOCC2)cc1NC(=O)CN1C(=O)CN(C)C1=O,-2.1%,/,/,/,-4.0%,4.8,/,6.7%,/,-0.4%,-4.7%
